# Compound activity deposited in PubChem BioAssay by The Scripps Research Institute Molecular Screening Center.
# IDE cell inh: inhibitors of human insulin-degrading enzyme in cells | P14735 | 320,000 compounds, 0.41% hits | HEK cells, FAbetaB cleavage, fluorescence polarization | inhibition, % at 5.59 µM;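 active = percent inhibition above the average of all tested compounds plus 3 SD, set per screening campaign, cut at about 16% in these data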;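 also: IDE supplied by intact live HEK cells; FP after avidin binding of uncleaved biotin substrate so inhibition keeps polarization high; 0% = DMSO wells and 100% = 60 µM reference IDE inhibitor Ii1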
# Target sequence (P14735 whole entry, looked up): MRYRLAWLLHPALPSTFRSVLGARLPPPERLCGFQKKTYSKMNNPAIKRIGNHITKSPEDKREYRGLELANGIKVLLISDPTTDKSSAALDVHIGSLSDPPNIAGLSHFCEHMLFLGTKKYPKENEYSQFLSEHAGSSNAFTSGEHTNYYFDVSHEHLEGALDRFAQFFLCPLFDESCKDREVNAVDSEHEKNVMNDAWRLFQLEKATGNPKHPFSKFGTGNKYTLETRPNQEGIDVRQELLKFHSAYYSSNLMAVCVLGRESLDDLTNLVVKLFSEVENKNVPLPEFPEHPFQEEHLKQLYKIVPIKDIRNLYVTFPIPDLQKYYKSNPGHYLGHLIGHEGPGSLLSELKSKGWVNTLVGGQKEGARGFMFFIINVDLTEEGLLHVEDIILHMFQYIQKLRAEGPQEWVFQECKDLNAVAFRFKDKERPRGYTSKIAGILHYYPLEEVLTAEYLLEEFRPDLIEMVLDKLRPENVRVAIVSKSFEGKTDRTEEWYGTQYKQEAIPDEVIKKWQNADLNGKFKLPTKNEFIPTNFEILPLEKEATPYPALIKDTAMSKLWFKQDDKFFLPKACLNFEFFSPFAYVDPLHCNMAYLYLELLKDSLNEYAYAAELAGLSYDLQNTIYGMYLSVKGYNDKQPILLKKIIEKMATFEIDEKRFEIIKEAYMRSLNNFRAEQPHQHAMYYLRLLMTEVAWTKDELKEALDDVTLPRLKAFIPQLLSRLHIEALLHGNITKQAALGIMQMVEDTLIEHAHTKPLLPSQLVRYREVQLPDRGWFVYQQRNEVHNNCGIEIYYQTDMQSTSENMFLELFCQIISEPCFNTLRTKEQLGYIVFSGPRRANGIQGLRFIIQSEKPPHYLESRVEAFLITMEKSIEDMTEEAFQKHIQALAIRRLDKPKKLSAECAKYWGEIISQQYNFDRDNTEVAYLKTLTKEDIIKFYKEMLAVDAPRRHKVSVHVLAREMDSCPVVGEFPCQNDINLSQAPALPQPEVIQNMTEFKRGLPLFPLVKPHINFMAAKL
# IDE act: IDE (human) activation, cell-based | P14735 | HEK cells, FAbeta-B cleavage, fluorescence polarization; 0% vehicle, 100% cell-free pure enzyme wells | activation, % at 5.96 µM | 340,000 compounds, 0.073% hits | AID 493087;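 active = activation above the mean of all tested compounds plus 3 SD, set per screening campaign, cut at about 17% in these data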
# * marks the source's active call; other numbers are inactive results.
SMILES,IDE cell inh,IDE act
CC(=O)C(Cc1ccccc1)NC(=O)COc1ccc2c(c1)OCO2 (stereo not drawn),1,2
O=C(CCN=C1NS(=O)(=O)c2ccccc21)Nc1ccc(Cl)cc1F,1,-1
CCCCCCCNC(=O)C1(CC2CC(c3cccc(Br)c3)=NO2)CCN(C(=O)c2ccccc2)CC1 (stereo not drawn),1,3
CCCCn1c(N)c(N(CCOC)C(=O)c2ccc(Br)s2)c(=O)[nH]c1=O,-4,-3
O=C(COC(=O)c1cccs1)Nc1ccc(Cl)cn1,-2,13
CN(CC(=O)NC1CCN(Cc2ccccc2)CC1)S(=O)(=O)c1ccc(Cl)cc1,-3,0
CCCCN(C(=O)C1=NN(c2cc(C)ccc2C)C(=O)CC1)c1c(N)n(CCC)c(=O)[nH]c1=O,-2,3
CC(C)(C)N(Cc1ccccc1)C(=O)COC(=O)CSc1ccc([N+](=O)[O-])cc1,-1,0
COc1ccccc1-c1nn(-c2ccccc2)cc1C(=O)NC1CC1,3,4
Cc1ccc(NC(=O)CNC(=O)c2ccc(Oc3ccccc3)cc2)nc1,7,0
Cc1cc(C)n2nc(SCC(=O)NC(=O)c3ccc(OC(F)F)cc3)nc2n1,0,-2
Cc1ccc(NC(=O)C2=CN3CCS(=O)(=O)N=C3C=C2)cc1,-4,4

# Looked up by compound from above, 5 records:
SMILES,IDE cell inh,IDE act
CC(C)(C)N(Cc1ccccc1)C(=O)COC(=O)CSc1ccc([N+](=O)[O-])cc1,-1,0
O=C(COC(=O)c1cccs1)Nc1ccc(Cl)cn1,-2,13
Cc1cc(C)n2nc(SCC(=O)NC(=O)c3ccc(OC(F)F)cc3)nc2n1,0,-2
CC(=O)C(Cc1ccccc1)NC(=O)COc1ccc2c(c1)OCO2 (stereo not drawn),1,2
CCCCN(C(=O)C1=NN(c2cc(C)ccc2C)C(=O)CC1)c1c(N)n(CCC)c(=O)[nH]c1=O,-2,3

# Following part
SMILES,IDE cell inh,IDE act
COc1ccccc1C(=O)COC(=O)C1(C)CC1(Cl)Cl (stereo not drawn),-5,2
Cc1ccc(OCCOc2ccc(S(=O)(=O)N3CCCC3)cc2C(N)=O)cc1,11,0
N#CCCN(C(=S)NC(=O)C1CCCCC1)c1ccccc1F,2,-3
COc1ccc(S(=O)(=O)NCC(c2ccco2)N2CCc3ccccc3C2)cc1 (stereo not drawn),5,1
COc1ccc(C)cc1NC(=O)CO/N=C(\N)CC(=O)Nc1ccccc1OC,0,4
CC(C)(C)c1cc(NC(=O)COC(=O)c2ccc(O)cc2O)n(-c2ccccc2)n1,-1,0
O=C(COC(=O)[C@H](Cc1ccccc1)NC(=O)c1ccco1)Nc1ccccc1,-1,0
NS(=O)(=O)c1ccc(N2CCOCC2)c(C(=O)NCc2cccs2)c1,1,7
Cc1nnc(SCC(=O)NNC(=O)COc2ccc(Br)cc2)n1C,-1,1
CCOC(=O)C1CCN(C(=O)c2cc(S(=O)(=O)N3CCCCCC3)ccc2OC)CC1,6,5
Cc1cc(NC(=O)c2cc(S(=O)(=O)N3CCCCC3)ccc2C)no1,-2,3
O=C(CN1CCN(S(=O)(=O)c2cccc(Cl)c2)CC1)N1CCCCC1,-1,-11

# Taken from above.
# N#CCCN(C(=S)NC(=O)C1CCCCC1)c1ccccc1F @ IDE cell inh: 2
# COc1ccccc1C(=O)COC(=O)C1(C)CC1(Cl)Cl (stereo not drawn) @ IDE act: 2

# Going on with the list:
SMILES,IDE cell inh,IDE act
O=C(NCC1CCCN1S(=O)(=O)c1cccs1)C(=O)Nc1ccccc1Cl (stereo not drawn),7,-2
O=C1c2cc(Br)ccc2N(Cc2ccc(Br)cc2)S(=O)(=O)C1c1cc(Cl)c(Cl)cc1[N+](=O)[O-] (stereo not drawn),7,9
O=C(CCCOC(=O)c1ccc(O)cc1O)c1ccccc1,1,3
Cc1ccc(C)c(N2N=C(C(=O)NCCN3C(=O)S/C(=C\c4cccnc4)C3=O)CCC2=O)c1,-5,0
O=C1COC(c2ccccc2)=CN1Cc1ccccc1,3,-1
Cc1csc(NC(=O)CN2C(=O)COc3ccc(Cl)cc32)n1,2,2
C[C@H](CO)N1C[C@H](C)[C@@H](CN(C)S(=O)(=O)c2ccc(F)cc2)Oc2ccc(NC(=O)C3CCCCC3)cc2C1=O,5,-3
Cc1c(C)n2c(SCC(=O)N3CCN(c4ccccc4)CC3)nnc2[nH]c1=O,2,2
COC(=O)C1CCN(S(=O)(=O)CCNC(=O)c2ccc(F)cc2)CC1,-4,2
OC(c1ccccc1)(c1ccccc1)c1ccn[nH]1,6,6
O=C(Cn1nnc(-c2ccccc2)n1)Nc1cccc(S(=O)(=O)N2CCCC2)c1,0,-1
COc1ccc2oc(C(=O)OCC(=O)Nc3ccccc3OC)c(C)c2c1,4,1

# Reformatted with tabs: part of the list above.
Compound	IDE cell inh	IDE act
O=C(NCC1CCCN1S(=O)(=O)c1cccs1)C(=O)Nc1ccccc1Cl (stereo not drawn)	7	-2
O=C1c2cc(Br)ccc2N(Cc2ccc(Br)cc2)S(=O)(=O)C1c1cc(Cl)c(Cl)cc1[N+](=O)[O-] (stereo not drawn)	7	9
O=C(CCCOC(=O)c1ccc(O)cc1O)c1ccccc1	1	3

# By substructure: those above with two or more sulfur atoms
SMILES,IDE cell inh,IDE act
NS(=O)(=O)c1ccc(N2CCOCC2)c(C(=O)NCc2cccs2)c1,1,7
O=C(NCC1CCCN1S(=O)(=O)c1cccs1)C(=O)Nc1ccccc1Cl (stereo not drawn),7,-2

# Later entries:
SMILES,IDE cell inh,IDE act
COc1ccc(C(=O)COC(=O)CNC(=O)c2ccc(C)s2)c(OC)c1,4,-2
C[C@H](CO)N1C[C@H](C)[C@@H](CN(C)S(=O)(=O)c2ccc(F)cc2)Oc2ccc(NC(=O)CCN3CCOCC3)cc2C1=O,13,0
C[C@H]1COC(=O)[C@@H](Cc2ccc(F)cc2)C/C=C\C[C@H](CC(=O)N(CCO)Cc2ccccc2)C(=O)N1,2,4
Cc1ccc(S(=O)(=O)N2CCN(c3ccccc3)CC2)s1,4,4
CC(C)Cn1c(N)c(C(=O)COC(=O)c2cccn2C)c(=O)n(C)c1=O,8,-14
CC1CC(C)CN(CC(=O)NNC(=O)COc2ccc(Cl)cc2)C1 (stereo not drawn),7,2
Cc1nn(-c2ccccc2)c(C)c1NC(=O)COC(=O)Cc1cccc(C(F)(F)F)c1,-6,5
O=C(O)c1cc(S(=O)(=O)NCCOc2ccccc2)ccc1Cl,-1,-5
O=C(NCC(=O)N1CCN(S(=O)(=O)c2ccccc2C(F)(F)F)CC1)c1sc2ccccc2c1Cl,4,3
Nc1ncnc2c1ncn2[C@@H]1O[C@H](CNCc2ccccc2OCc2ccc(Cl)cc2Cl)[C@@H](O)[C@H]1O,1,6
O=C(COC(=O)Cc1c[nH]c2ccccc12)NCCc1ccccc1,4,-3
CC(=O)c1ccc(NC(=O)CN2C(=O)NC3(CCc4ccccc43)C2=O)cc1 (stereo not drawn),1,3
COC(=O)c1c(-c2ccc(S(C)(=O)=O)cc2)sc2cc(OC)ccc12,1,-2
Cc1ccccc1-c1nc(S(=O)(=O)c2ccccc2)c(N2CCCC2)o1,-6,3
CN(CC(=O)Nc1cccc(F)c1)C(=O)CN1C(=O)C2CCCCC2C1=O (stereo not drawn),1,0
CC(NC(=O)COC(=O)c1ccc(OCC2CCCO2)cc1)c1ccccc1Cl (stereo not drawn),0,3
CCN(C(=O)COC(=O)CCNS(=O)(=O)c1ccccc1F)c1c(N)n(Cc2ccccc2)c(=O)[nH]c1=O,3,1
CCN(CC(=O)NC1CCS(=O)(=O)C1)S(=O)(=O)c1cc(C)ccc1C (stereo not drawn),7,-1
CCOC(=O)C1=C(COC(=O)C2CC(=O)N(c3ccccc3F)C2)NC(=O)NC1C (stereo not drawn),-4,4
COc1ccccc1NS(=O)(=O)c1ccc2[nH]c(=S)oc2c1,-3,3
Cc1cccc(C)c1NC(=O)CN(C)CC(=O)N1CC(=O)Nc2ccccc21,8,2
Cc1ccc(S(=O)(=O)N2CCCCC2)cc1NC(=O)C1=NN(c2ccccc2)C(=O)CC1,2,11
CCCn1c(N)c(N(CCOC)C(=O)c2ccc(N3CCCC3=O)cc2)c(=O)[nH]c1=O,0,6
CCNC(=O)N(C)C[C@H]1N[C@@](C)(C(=O)OC)[C@H]2C(=O)N(C)C(=O)[C@@H]12,-4,-1
COc1ccccc1-c1sc2cc3c(cc2c1-c1ccc(O)cc1)OCO3,2,3
COc1ccc(NC(=O)CSc2nc3[nH]c(=O)cc(O)c3s2)c(OC)c1,0,4
CCCn1nc(C(=O)Nc2ccc3c(c2)OCO3)c2ccccc2c1=O,-2,3
CCOc1ccc(C(=O)NCC(=O)NCC(c2ccc(OC)cc2)N2CCOCC2)cc1OCC (stereo not drawn),-1,4
CC(OC(=O)c1c[nH]c2ccccc12)C(=O)N1CCCC1 (stereo not drawn),-6,-2
Cc1ccc(C(=O)CCC(=O)N2CCC(C(N)=O)CC2)s1,-1,3
O=C(NCCN1CCOCC1)c1cccc(Br)c1,7,1
O=C(NNC(=O)c1ccco1)c1csc(N2CCOCC2)n1,-7,3
CN(Cc1ccccc1)C(=O)c1ccc(NC(=O)Cc2cccc(NC(=O)C3CCN(C(=O)C4CCCCC4)CC3)c2)cc1,-3,3
NC(=O)c1c(NC(=O)c2ccc(N3C(=O)CCC3=O)cc2)sc2c1CCCC2,5,-2
C[C@H](CO)N1C[C@H](C)[C@@H](CN(C)Cc2ccncc2)Oc2c(NS(=O)(=O)c3ccccc3)cccc2C1=O,4,-6
Cc1ccsc1C(=O)N(C)C1CCS(=O)(=O)C1 (stereo not drawn),-4,1
CCCCCOc1cccc(C2C(C(=O)c3cccs3)=C(O)C(=O)N2CCN2CCOCC2)c1 (stereo not drawn),-2,10
Cc1cc(C(=O)CN2C(=O)C(=O)N(Cc3ccccc3)C2=O)c(C)n1Cc1ccc(F)cc1,1,6
Cc1ccc(C)c(S(=O)(=O)N2CCN(C(=O)c3cccn3C)CC2)c1,-1,2
CCCCCCSc1ccc(-c2nc3ccc(C)cn3c2NCc2ccccc2)cc1,-1,4
CCc1cccc2c(C(=O)CN3C(=O)NC4(CCc5ccccc54)C3=O)c[nH]c12 (stereo not drawn),-4,3
CN(Cc1ccccc1)C(=O)c1ncn(C)c1C(=O)N(C)Cc1ccccc1,0,-7
Cc1nc(C(=O)O)cc2c1[nH]c1ccccc12,-2,-5
CC(C)(C)OC(=O)NCCCCCc1cn(CC(=O)NCCCCCCCCCCC(=O)N2CCN(C(=O)OC(C)(C)C)CC2)nn1,-5,4
CCCCn1c(N)c(N(CCOC)C(=O)c2cc(-c3ccc(OC)c(OC)c3)nc3ccccc23)c(=O)[nH]c1=O,0,0
Cc1ccc(NC(=O)CCN2C(=O)C3CC=CCC3C2=O)cc1Cl (stereo not drawn),1,1
Cc1ccc(S(=O)(=O)N2CCOCC2)cc1NC(=O)COC(=O)Cn1c(C)csc1=O,6,-2
Cc1cc(NC(=O)Nc2ccc(Cl)c(Cl)c2)no1,9,4
COc1ccccc1NS(=O)(=O)c1ccc(C)c(C(=O)N2CCN(c3ccc(O)cc3)CC2)c1,5,-4
COc1ccc(N2CCN(C(=O)CSc3nnnn3C3CC3)CC2)cc1,2,-3
CC1(C)O[C@@H]2[C@H](O1)[C@@H](CO)O[C@H]2n1c(N2CCCCC2)nc2c(N)ncnc21,-6,-1
CC1Cc2ccccc2N1Cc1cc(=O)c(OCC(=O)NCCc2ccccc2)co1 (stereo not drawn),-2,2
COc1cc(Cl)c(C)cc1NC(=O)COC(=O)CCc1nc2ccccc2c(=O)[nH]1,-1,2
O=C(NNC(=O)c1ccc(O)c(Cl)c1)c1cccc(S(=O)(=O)N2CCOCC2)c1,9,2
COc1ccc(CNC(=O)COC(=O)c2ccc3ncsc3c2)cc1OC,-3,3
Cc1c(C(=O)NNC(=O)c2csc(N3CCOCC3)n2)oc2ccccc12,0,-5
Cc1ccccc1NC(=O)Cc1nc(-c2c[nH]c(C(=O)N3CCCC3)c2)cs1,-3,2
COc1cc(OC)cc(C(=O)NC(C(=O)Nc2ccc3c(c2)OCO3)C(C)C)c1 (stereo not drawn),-5,-3
Fc1ccccc1-c1nnc2n1N=C(c1ccc(OC(F)F)c(OCC3CC3)c1)CS2,-3,5
Cc1csc(NC(=O)CSc2nnc(NC(=O)NC(C)(C)C)s2)n1,7,0
# Going on with the list.
SMILES,IDE cell inh,IDE act
COc1ccc(/C=C/C(=O)OCC(=O)NC2CCCCCC2)cc1OC,3,2
COc1ccccc1NC(=O)c1cc2c(cc1Cl)N1CCCCCC1=NS2(=O)=O,2,-2
COc1ccccc1NS(=O)(=O)c1ccc2oc(SCC(=O)N3CCNC3=O)nc2c1,-1,-2
O=C(Cc1ccccc1F)Nc1cc(S(=O)(=O)N2CCOCC2)ccc1N1CCOCC1,7,-2
Nc1cc(=O)[nH]c(SCC(=O)NC2CCCCCCC2)n1,14,-12
O=C(c1ccccc1)c1ccc(C(=O)N2CCCC(C(F)(F)F)C2)cc1 (stereo not drawn),8,2
CC(CNC(=O)COc1ccc2c(c1)OCO2)c1ccccc1 (stereo not drawn),-2,-1
CCOc1ccc(NC(=O)CN(C)C(=O)c2cc(C)nc3ccccc23)cc1OCC,0,1
N#Cc1ccccc1S(=O)(=O)N1CCN(C(=O)[C@@H]2CCCN2C(=O)c2cccs2)CC1,1,3
O=C(CN1C(=O)NC2(CCCCCC2)C1=O)NCCc1ccc(F)cc1,0,4
CCOc1ccc(NC(=O)CN(C)C(=O)CCN2C(=O)C3CC=CCC3C2=O)cc1OCC (stereo not drawn),-2,6
O=C(CNC(=O)c1ccccc1Cl)NCCc1cccs1,0,6
CC(=O)N1CCN(CC(=O)NC(=O)Nc2ccc3c(c2)OCCO3)CC1,3,3
O=C(CNC(=O)c1ccccc1F)NNC(=O)c1ccccc1O,4,2
COc1ccc(OC)c(-c2nnc3n2N=C(c2ccc(OC)c(OC4CCOC4)c2)CS3)c1 (stereo not drawn),-3,-7
CCOC(=O)c1c(NC(=O)COC(=O)c2ccccn2)sc(C)c1C,0,7
Cc1cccc(C(=O)OCC(=O)NN2C(=O)NC3(CCCCC3)C2=O)c1,6,-2

# Only part of the results is shown; the hit share may differ from the screen's.
